# RAD52 inh = RAD52 DNA annealing inhibitors, primary screen, biochemical, FRET, single point, set 2; DNA repair protein RAD52 homolog (Homo sapiens), P43351; recombinant RAD52 DNA annealing, FRET fluorescence; inhibition, % at 18.7 µM; 360,000 tested, 0.46% active; AID 651710, 2012;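 active = every replicate showing at least 50% inhibition; inconclusive = mean inhibition at least 50% but not in every replicate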
# RAD54 inh = inhibitors of human RAD54 branch migration, primary screen, biochemical, fluorescence, single point | inhibition, % at 10.4 µM | AID 602329, 2012 | 360,000 tested, 0.14% active | RAD54 Holliday junction branch migration, FAM/BHQ fluorescence | DNA repair and recombination protein RAD54-like (Homo sapiens), Q92698;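 active = mean normalized replicate activity at least 40 and at least half of replicates scoring 40 or more; inconclusive = only one of the two criteria met; inactive = mean below 40 and under half of replicates reaching 40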;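 also: 0% = median of neutral control wells and 100% = median of positive control wells; inhibitors cause a drop in the FAM fluorescence signal; in these data hits start at about 50%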
# Target sequence (Q92698 whole entry, looked up): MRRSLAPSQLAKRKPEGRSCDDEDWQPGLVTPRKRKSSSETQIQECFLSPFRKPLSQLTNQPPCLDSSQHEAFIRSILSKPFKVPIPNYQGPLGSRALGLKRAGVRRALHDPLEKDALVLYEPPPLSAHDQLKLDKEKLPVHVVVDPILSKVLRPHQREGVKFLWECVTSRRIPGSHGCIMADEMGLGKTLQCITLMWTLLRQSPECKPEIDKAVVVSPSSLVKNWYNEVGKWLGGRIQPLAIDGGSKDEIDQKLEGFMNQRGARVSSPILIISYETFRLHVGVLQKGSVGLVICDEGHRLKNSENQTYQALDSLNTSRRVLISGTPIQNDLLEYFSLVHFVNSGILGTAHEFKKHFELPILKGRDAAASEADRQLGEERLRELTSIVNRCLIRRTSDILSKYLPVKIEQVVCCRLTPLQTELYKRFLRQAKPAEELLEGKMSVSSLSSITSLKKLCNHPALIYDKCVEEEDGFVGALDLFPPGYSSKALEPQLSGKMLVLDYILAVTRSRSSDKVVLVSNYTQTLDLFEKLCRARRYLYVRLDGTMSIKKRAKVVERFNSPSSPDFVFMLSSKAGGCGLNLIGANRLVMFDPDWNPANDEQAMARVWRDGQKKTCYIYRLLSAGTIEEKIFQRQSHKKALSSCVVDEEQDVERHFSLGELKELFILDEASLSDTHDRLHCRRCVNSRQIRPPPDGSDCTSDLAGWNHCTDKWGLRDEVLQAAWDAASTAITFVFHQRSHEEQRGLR
# INS-1E GSIS act = GLuc luminescence reporter in INS-1E cells, primary screen for activators of glucose-dependent secretion of insulin; INS-1E GLuc reporter insulin secretion, 2-3 h; activation, % at 16.6 µM; 370,000 tested, 0.61% active; AID 743287, 2014;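 active = lowest replicate activation of at least 40%, so every replicate reaches that level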;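 also: 0% = median of neutral control wells and 100% = median of IBMX positive control wells; some compounds called inactive have numbers as strong as hits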
# Xi reactivation = activators of inactive X chromosome reactivation, primary screen, imaging, XiGFP fibroblasts, GFP high-content imaging, set 2 | activation, % at 7.58 µM | XiGFP mouse fibroblasts, % GFP-positive cells imaging, 3 d; cells co-treated with 5-aza-dC sensitizer; scaled so ellipticine positive control = 100% | 360,000 tested, 0.055% active;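 active = mean normalized replicate activation at least 10% and every replicate at or above 10%; inconclusive = only one of the two criteria met; inactive = mean below 10% and not all replicates reach 10%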;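 also: 0% = median of on-plate neutral control wells and 100% = ellipticine 6 µM median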
#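 assay system = SV40-immortalized XiGFP fibroblast cells, line 68-5-11 | buffer or medium = DMEM plus 5-aza-dC sensitizer | doses = single-point pinned compound dosing | times = 3-day compound exposure, then 15 min fixation at room temperature | benchmarks = positive control ellipticine, 6 µM final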
# DENV2 CPE = inhibitors of DENV2 cytopathic effect, primary screen, cell-based, plate reader, single concentration | DENV2-infected cells, cytopathic effect rescue | CPE inhibition, % at 9.99 µM | 350,000 tested, 1.7% active; in the data active = CPE inhibition above about 20%, passing the limit was not always enough; inconclusive = no clear call, values can overlap the other calls; tested in BHK-21 cells;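 also: 0% = median of neutral control wells and 100% = median of positive control wells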
# Casp6 inh = human caspase-6 inhibitors, primary screen, biochemical, VEID-R110 fluorescence, single point, set 2; P55212; purified caspase-6, Z-VEID-R110 cleavage fluorescence; inhibition, % at 12.5 µM; 350,000 tested, 0.53% active; AID 686996, 2013;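 active = mean inhibition across replicates at least about 35%, with every replicate also reaching that limit, limit read from the data; inconclusive = only one of the two criteria met; inactive = neither criterion met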;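 also: 0% = median of neutral control wells and 100% = no fluorescence left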
# Target sequence (P55212 24-179 limits assumed): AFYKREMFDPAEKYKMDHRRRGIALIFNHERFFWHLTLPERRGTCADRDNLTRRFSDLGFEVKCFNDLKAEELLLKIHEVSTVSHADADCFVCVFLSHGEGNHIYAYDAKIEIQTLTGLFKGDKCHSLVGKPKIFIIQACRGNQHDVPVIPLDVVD
# Target sequence (P55212 194-293 limits assumed): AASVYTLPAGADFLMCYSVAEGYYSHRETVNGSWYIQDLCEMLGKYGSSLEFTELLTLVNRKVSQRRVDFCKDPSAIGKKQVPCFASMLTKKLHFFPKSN
# F508del corr = F508del CFTR correction, initial screen, CFBE line, single point | CFBE cells, YFP halide quenching; stimulated with forskolin plus potentiator P3; % fluorescence drop versus neutral controls | activity (quench increase), % at 7.58 µM | 350,000 tested, 0.36% active;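 active = mean added fluorescence quench of at least 8% versus neutral control, with both replicates also reaching 8%; inconclusive = only one of the mean or replicate conditions met; inactive = mean below 8% and not both replicates reaching 8%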;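 also: cells transiently co-express mutant CFTR-F508del with the halide-sensitive YFP; corrector assay measuring rescue of mutant channel to the surface after 24 h compound exposure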
# E-selectin induc = E-selectin induction in HUVECs, primary screen, imaging, HUVEC, immunofluorescence imaging, single point; normalized: neutral wells 0, TNF-alpha wells 100; 260,000 tested, 0.37% active; P16581; activation, % at 7.58 µM;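 active = mean E-selectin-positive cell signal at least 10% of the positive control, reached in at least 60% of replicates, without over 20% cell loss; inconclusive = no rule given, readout overlaps actives, possibly toxicity-flagged; inactive = the rest, including those meeting only one limit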;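 also: in these data hits start at about 27%; measured in HUVEC primary endothelial cells; signal is the percent of cells scored E-selectin positive by PE staining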
#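 assay system = HUVEC, human umbilical vein endothelial cells | input = 3,000 HUVEC seeded per well | medium = EGM-2 growth medium on 0.1% gelatin-coated wells | dosing = one compound dose added by pin transfer | signal = immunofluorescence imaging | read-out basis = % PE-positive cells | control set = TNF-alpha, DMSO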
# * = called active by the depositor; ? = inconclusive; . = no result given.
SMILES,RAD52 inh,RAD54 inh,INS-1E GSIS act,Xi reactivation,DENV2 CPE,Casp6 inh,F508del corr,E-selectin induc
CC1C/C(=N\NC(=O)c2ccc([N+](=O)[O-])cc2)CC(C)(C)C1 (stereo not drawn),-4,-2,-10,0.0,4,3,-2.2,-0.3
CC(C)CC(=O)N1CCN(Cc2ccccc2[N+](=O)[O-])CC1,-8,.,5,0.1,1,2,-4.2,.
Cc1ccc(F)cc1CNC(=O)C1CCC(=O)N(CCc2ccccc2)C1 (stereo not drawn),-8,3,-19,0.0,-3,2,-0.8,.
CCOc1ccccc1N=NC1C(=O)N(C(N)=S)N=C1C (stereo not drawn),-11,2,17,0.0,-1,1,0.3,0.0
Cc1nc(N2CCOCC2)c2c(C)c(C(=O)Nc3ccc(F)cc3Cl)sc2n1,7,-5,-9,0.0,-1,3,-2.7,1.3
Cn1cnc(S(=O)(=O)N[C@@H]2C=C[C@H](CC(=O)NCC3CCCCC3)O[C@H]2CO)c1,-6,3,8,-0.4,14,1,-1.8,0.1
COCC(=O)N1CC2(C1)CN(Cc1cccc(OC)c1)[C@H](CO)c1c2c2ccc(OC)cc2n1C,-25,.,-6,0.3,3,.,0.1,0.0
CCOC(=O)C1CCCN(C(=O)c2ccc3ccccc3c2)CC1 (stereo not drawn),-3,-13,.,0.1,-4,-1,-0.2,.
CCOC(=O)C1=C(C)NC(C)=C(C(=O)OCC)C1C(=O)OCC(=O)NC,-20,3,-1,0.0,0,5,-0.3,4.3
CC1=C(C(=O)NC2CCCC(C)C2C)C2(CCCCC2)OC1=O (stereo not drawn),-28,3,11,-0.1,0,1,-4.5,.
CS(=O)(=O)Nc1ccc2c(c1)[C@@H]1C[C@H](CC(=O)NCc3ccccn3)O[C@H](CO)[C@@H]1O2,0,3,-5,0.0,3,-5,-1.0,-0.1
CCn1c(C)nc2cc(C(=O)NNC(=S)Nc3ccc(F)cc3)ccc21,4,.,-25,0.2,2,2,-1.7,.
COc1cc(OC)cc(-c2c(C#Cc3ccsc3)c3cc(-c4ccc(CN5CCOCC5)cc4)ccc3n2C)c1,-18,-3,28,-0.2,13,-1,1.8,0.2
CCOC(=O)Cn1c(=O)c(F)cn(Cc2ccc(OC)c([N+](=O)[O-])c2)c1=O,-6,7,29,0.0,5,-4,0.4,.
CCN(CC(=O)NCc1ccc(F)cc1)C(=O)c1ccc(Cl)cc1,-7,0,-17,0.1,4,0,0.4,0.0
CCCSc1ccc([C@@H]2[C@H]3C(=O)N(CC)C(=O)[C@H]3[C@]3(C(=O)OC)CCCN23)cc1OC,-73,2,.,1.0,102*,3,-1.4,0.3
CN(C)C(=O)c1cccc(-c2cccc(-c3nc(C(=O)N4CCCCC4)cc4c3[C@@H](CCO)N([S@](=O)C(C)(C)C)C4)c2)c1,-49,-4,-21,0.2,3,0,2.0,0.7
O=C(C[C@@H]1C=C[C@@H](NC(=O)CN2CCOCC2)[C@H](CO)O1)NCc1cccc(F)c1,-12,-4,3,0.0,6,-1,1.0,-0.1
Oc1ccc(C[C@H]2CNC(=S)N2CC2CCCN2C[C@H](Cc2ccc(O)cc2)N2C[C@H](Cc3ccc(O)cc3)N(CC3CCCCC3)C2=S)cc1 (stereo partly drawn),55*,-6,-37,0.0,-7,3,0.6,-0.1
C[C@@H]1CN([C@@H](C)CO)C(=O)c2cc(NS(=O)(=O)c3ccc(Cl)cc3)ccc2O[C@@H](C)CCCCO[C@H]1CN(C)C(=O)CCC(F)(F)F,-1,-1,-13,0.0,-8,-3,2.8,-0.2
CCOC(=O)c1ccc(S(=O)(=O)NNc2ccc(C(F)(F)F)cn2)cc1,-13,3,-12,0.2,-10,2,-3.4,.
COc1ccc(N2C(=O)C(O)C2c2ccc(C)cc2)cc1 (stereo not drawn),-8,.,.,0.0,15,1,0.7,.
COc1cccc(NC(=O)N[C@H]2C=C[C@H](CC(=O)N3CCOCC3)O[C@@H]2CO)c1,-5,-1,-1,-0.1,10,1,-2.0,0.0
O=C(NNC(=O)C12CC3CC(CC(C3)C1)C2)c1ccccc1[N+](=O)[O-],-10,4,29,0.1,0,2,3.4,.
CC(C)C(C(=O)NCc1ccccc1)N1CCN(CCN2CCOCC2)CC1 (stereo not drawn),-4,.,.,0.4,13,-4,0.2,0.1

# Next records:
SMILES,RAD52 inh,RAD54 inh,INS-1E GSIS act,Xi reactivation,DENV2 CPE,Casp6 inh,F508del corr,E-selectin induc
Cc1ccc(C(=O)N2CCOCC2)c(F)c1F,-9,3,1,0.1,.,1,-0.4,.
CCCNC(=O)N[C@@H]1CC[C@H](CCn2cc(C3CCCCC3)nn2)O[C@@H]1CO,2,-25,-3,0.2,5,1,1.3,0.1
Cc1ccc(-c2cnc3c(c2)C(=O)N([C@@H](C)CO)C[C@@H](C)[C@@H](CN(C)C(=O)Cc2ccccc2)O3)cc1,3,-5,-15,-0.3,?,-2,0.7,0.0
Cc1ccc(C2CCN(C(=O)Nc3ccc(F)cc3)C2)cc1 (stereo not drawn),-14,-9,-29,-0.1,-4,-7,-1.5,3.1
O=C(c1ccccn1)N1C[C@@H]2[C@H](c3ccccc31)[C@H](CO)N2C(=O)Nc1ccccc1F,8,-4,12,0.0,3,3,0.1,0.2
C[C@H]1CN([C@@H](C)CO)C(=O)c2cc(C#CC(C)(C)O)cnc2O[C@@H]1CN(C)C(=O)C1CCCCC1,.,.,10,-0.1,.,.,-3.6,0.6
CCC1COC(c2cccn2Cc2ccc(Cl)cc2)=N1 (stereo not drawn),-8,-6,-16,0.0,-2,2,2.2,.
O=c1c2sccc2nc(SCc2ccc([N+](=O)[O-])cc2)n1Cc1ccccn1,-13,.,3,-0.1,17,1,-1.2,.
O=C(COc1ccc(Br)cc1CNCCCN1CCOCC1)Nc1ccccc1,0,.,15,0.0,9,-13,-0.8,.
CCC(C)[C@H](NC(=O)N1CCCCCC1)C(=O)OC (stereo partly drawn),-12,0,1,0.4,0,-2,.,.
CO[C@H]1CN(C)C(=O)c2cc(NC(=O)C3CC3)ccc2OC[C@H](C)N(C(C)=O)C[C@H]1C,-1,-4,7,-0.7,-2,1,-1.6,-0.1
C[C@H](NC(=O)C[C@@H]1C[C@@H]2c3cc(NS(C)(=O)=O)ccc3O[C@@H]2[C@H](CO)O1)c1ccccc1,4,3,18,-0.1,2,-1,0.3,-0.7
C[C@@H]1CN([C@H](C)CO)C(=O)c2cccc(NS(=O)(=O)c3cccs3)c2O[C@H]1CN(C)CC1CC1,-1,2,20,0.0,4,1,4.9,0.6
CCn1c(/C=C/c2c(C)[nH]c3ccccc23)nc2ccccc2c1=O,-74,-2,-2,0.5,9,0,-0.3,1.3
O=C(Nc1ccccc1)N[C@H]1CC[C@@H](CCn2cc(-c3ccccc3F)nn2)O[C@H]1CO,-4,.,-22,-0.4,-3,2,-0.2,-0.5
NS(=O)(=O)c1cccc(NC(=O)COC(=O)/C=C/c2nc3ccccc3s2)c1,-9,.,.,0.0,-3,4,-1.2,0.0
Cc1ccc(NC(=O)CSc2nc3ccccc3c(=O)n2Cc2cccs2)cc1,-9,4,0,0.0,2,-1,-1.6,.
CCOc1ccc(S(=O)(=O)N(C)CC(=O)N2CCN(CC)CC2)cc1,-12,-3,3,0.1,-3,3,-1.3,-0.1
Cc1ccc([N+](=O)[O-])cc1NC(=O)Cc1cccs1,-13,.,-17,0.0,-5,1,1.7,.
Cc1cccc(C(=O)NNC(=S)NC(=O)c2ccccc2)c1,-37,0,-16,0.2,-1,-9,0.1,-0.1
CCOc1nc(N2CCOCC2)nc(C)c1[N+](=O)[O-],-10,.,9,0.0,4,-2,0.5,.
C=CCC[C@@H](Cc1ccc(F)cc1)C(=O)OC[C@@H]1CCCN1C(=O)[C@H](CC=C)CC(=O)N[C@H](CO)Cc1ccccc1,4,1,-23,0.1,20*,1,2.3,0.0
C[C@H](CO)N1C[C@H](C)[C@H](CN(C)CC2CC2)Oc2c(cccc2N(C)C)C1=O,10,-9,9,0.3,44*,2,-4.4,-0.1
C[C@@H]1CN([C@H](C)CO)C(=O)c2cc(NS(=O)(=O)c3cn(C)cn3)ccc2O[C@H]1CN(C)C,6,3,9,-1.2,6,1,0.5,35
Cc1ccc(NC(=O)NC2CCCCCCC2)cc1,-7,4,4,0.0,.,-6,-1.2,.
Cc1cc(CN(C)C(=O)c2cc(COc3ccc(F)cc3Cl)on2)n[nH]1,-9,.,12,0.1,2,-5,0.0,-0.3
O=C(NCc1ccccc1)[C@]1(Cc2ccccc2)N=C(c2ccc(OCCCO)cc2)O[C@@H]1c1ccccc1,-13,4,.,.,-4,-3,-1.1,.
CCC(CC)C(=O)N(C)c1c(C)nc2c(OCc3ccccc3OC)cccn12,-17,0,-20,0.0,9,4,-1.8,-0.1
C[C@H]1CN([C@@H](C)CO)C(=O)c2cc(NC(=O)Nc3ccc(C(F)(F)F)cc3)ccc2O[C@@H]1CN(C)C(=O)Nc1ccc(C(F)(F)F)cc1,-1,-1,-10,0.2,-5,-1,-0.3,0.6
O=C1OCCN1C(=O)[C@H]1[C@H](c2ccccc2)C(c2cccc(Cl)c2)=NN1c1ccc(Br)cc1,-7,5,3,0.1,-8,0,-2.3,2.8

# Structures listed so far that contain a thiophene ring, fused or not, in the order listed:
SMILES,RAD52 inh,RAD54 inh,INS-1E GSIS act,Xi reactivation,DENV2 CPE,Casp6 inh,F508del corr,E-selectin induc
Cc1nc(N2CCOCC2)c2c(C)c(C(=O)Nc3ccc(F)cc3Cl)sc2n1,7,-5,-9,0.0,-1,3,-2.7,1.3
COc1cc(OC)cc(-c2c(C#Cc3ccsc3)c3cc(-c4ccc(CN5CCOCC5)cc4)ccc3n2C)c1,-18,-3,28,-0.2,13,-1,1.8,0.2
O=c1c2sccc2nc(SCc2ccc([N+](=O)[O-])cc2)n1Cc1ccccn1,-13,.,3,-0.1,17,1,-1.2,.
C[C@@H]1CN([C@H](C)CO)C(=O)c2cccc(NS(=O)(=O)c3cccs3)c2O[C@H]1CN(C)CC1CC1,-1,2,20,0.0,4,1,4.9,0.6
Cc1ccc(NC(=O)CSc2nc3ccccc3c(=O)n2Cc2cccs2)cc1,-9,4,0,0.0,2,-1,-1.6,.
Cc1ccc([N+](=O)[O-])cc1NC(=O)Cc1cccs1,-13,.,-17,0.0,-5,1,1.7,.

# Screening data deposited in PubChem by Broad Institute.
